# VEEV TC-83 Vero = inhibitors of VEEV TC-83 cytopathic effect, confirmation, Vero cells (AID 588727). Vero cells, VEEV TC-83 cytopathic effect inhibition; higher % means a stronger effect. one-dose inhibition, % at 20 µM; IC50 in µM for titrated hits. 350,000 tested, 0.13% active; in the data active = a potency from the dose series; inconclusive = inhibition mostly from about 14% at the one dose, without a potency; inactive = the rest, 99 in 100 with inhibition below about 12%; note: strong numbers were not always called active
# Salmonella PhoP GFP = Inhibition of PhoP regulon, Salmonella typhi GFP reporter cells, confirmation, 4 h (AID 1850); Salmonella Typhi PhoP-promoter GFP reporter, fluorescence, 4 h; higher % means a stronger effect; inhibition, % at 50 µM; hits with a dose series show IC50 in µM; 310,000 tested, 0.33% active; in the data active = a potency from the dose series; inconclusive = inhibition mostly from about 25% at the one dose, without a potency; inactive = the rest, 99 in 100 with inhibition below about 19%;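 note: 0% = induced wells with vehicle and 100% = uninduced wells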
# M. tuberculosis = growth inhibition of non-replicating M. tuberculosis (AID 488890); Mycobacterium tuberculosis non-replicating, growth inhibition; higher % means a stronger effect; inhibition, % at 25 µM; hits with a dose series show IC50 in µM; 320,000 tested, 0.39% active; in the data active = a potency from the dose series; inconclusive = inhibition mostly from about 82% at the one dose, without a potency; inactive = the rest, 99 in 100 with inhibition below about 76%;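 note: plate controls were DMSO cells for no effect and high antibiotic wells for full effect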
# influenza NS1A = NS1A inhibition, H1N1 influenza, cell based functional assay (AID 504329). NS1A functional cell-based assay, percent inhibition; higher % means a stronger effect. one-dose inhibition, % at 12.5 µM; IC50 in µM for titrated hits. 340,000 tested, 0.3% active; in the data active = a potency from the dose series; inconclusive = inhibition above about 27% without an active follow-up result; note: strong numbers were not always called active
# M. tuberculosis HTS = M. tuberculosis growth inhibition, HTS (AID 449762). M. tuberculosis H37Rv growth inhibition, 7H9 media; higher % means a stronger effect. inhibition, % at 25 µM, or IC50 in µM where a hit was titrated. 330,000 tested, 0.59% active; in the data active = a potency from the dose series; inconclusive = inhibition above about 70% without an active follow-up result;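 note: bacterial growth assessed after seven days of incubation; strong numbers were not always called active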
# VEEV TC-83 Vero 10K pilot screen = recorded beside VEEV TC-83 Vero, whose call it bears; inhibition, %; measured here: 10K pilot screen inhibition
# * = called active by the depositor; i = inactive; ? = inconclusive; nt = no result given; & = joins results of further samples.
SMILES,VEEV TC-83 Vero,Salmonella PhoP GFP,M. tuberculosis,influenza NS1A,M. tuberculosis HTS,others
CCOC(=O)N/N=C/c1cn(Cc2ccc(Cl)cc2)c2ccccc12,0.2%,0%,-13%,20%,2%,
CCN(CC(=O)Nc1ccc2c(c1)OCCO2)CC(=O)Nc1cc(C)on1,i,-3%,-14%,1%,0%,
Cc1cc(C)cc(NC(=S)NCCCN2CCOCC2)c1,i,-1%,-6%,-12%,10%,VEEV TC-83 Vero 10K pilot screen=0.0
O=C(CCC1CCCC1)N1CCN(C(=O)c2ccco2)CC1,0.7%,0%,14%,-6%,-3%,
CN(C)CCn1nnc2c(=O)oc3ccccc3c21,i,-1%,nt,-6%,-1%,
Cc1[nH]c2ccccc2c1/C=N/NC(=O)c1cc(-c2cccs2)[nH]n1,8.3%,-10%,19%,8%,15%,
COc1ccc(-c2nnco2)cc1OC,0.4%,7%,-8%,1%,2%,
CC(=O)N=c1sc2c3ccccc3ccc2n1C,2.1%,-5%,53%,8%,0%,
O=C1CCCN2N=C(SCC(=O)Nc3cccc(F)c3)SC2=N1,0.7%,10%,25%,7%,-3%,
COc1cccc(NC(=O)NC(=O)c2c(C)cc(Cl)nc2Cl)c1,1.5%,4%,16%,3%,-1%,
Cc1nc2ccccc2nc1OCc1ccc([N+](=O)[O-])cc1,i,-11%,5%,3%,-8%,
O=C(COC(=O)c1cc(Cl)cc(Cl)c1)NCCN1C(=O)CSC1=O,0.4%,-1%,13%,3%,7%,
CCOc1ccccc1N1CCN(C(=O)CCCN2C(=O)c3cccc4cccc(c34)C2=O)CC1,8.0%,0%,40%,10%,8%,
COc1ccc(CNC(=O)/C=C/c2ccc(S(=O)(=O)N3CCOCC3)cc2)cc1,1.2%,8%,15%,0%,9%,
CN1CCN(CC(=O)N2CCn3c4c(c5cc(C6CCCCC6)ccc53)CCCC42)CC1 (stereo not drawn),i,32µM*,?,19µM*,22µM*,
Clc1ccc(OCCCCCN2CCCC2)c(Br)c1,7.6%,-2%,62%,10%,-7%,
Cc1cc(C(=O)NCc2nc(-c3ccccc3)no2)ccc1[N+](=O)[O-],1.5%,10%,7%,1%,12%,
C=CCn1c(CCNC(=O)c2ccccc2F)nnc1SCC(=O)Nc1nc2ccccc2s1,0.5%,-14%,20%,6%,2%,
O=C(N/N=C/c1ccncc1)c1cccc(N/N=C/c2ccncc2)c1,2.9%,9%,-1%,-1%,7%,
CN(C)c1cc[n+](CC(=O)Nc2ccc([N+](=O)[O-])cc2Cl)cc1,2.6%,3%,4%,8%,-2%,
COc1ccccc1NC(=O)C1=C(C)Nc2ncnn2C1c1ccc(C)o1 (stereo not drawn),0.8%,-1%,19%,-17%,1%,
C=CCC1(O)C(=O)N2C(=C1C(=O)N1CCOCC1)c1ccccc1CC2(C)C (stereo not drawn),1.6%,-8%,-7%,-2%,1%,
Cc1ccc(SC2=C(C(=O)O)CCCC2)cc1,i,-12%,17%,3%,7%,
CCOc1ccc2[nH]c(=O)c(CN(Cc3ccccc3)C(=O)N3CCCC3)cc2c1,9.3%,-7%&2%,-7%,-7%,3%,

# By substructure, the entries above with two or more sulfur atoms
SMILES,VEEV TC-83 Vero,Salmonella PhoP GFP,M. tuberculosis,influenza NS1A,M. tuberculosis HTS,others
O=C1CCCN2N=C(SCC(=O)Nc3cccc(F)c3)SC2=N1,0.7%,10%,25%,7%,-3%,
C=CCn1c(CCNC(=O)c2ccccc2F)nnc1SCC(=O)Nc1nc2ccccc2s1,0.5%,-14%,20%,6%,2%,

# Quoted from the entries so far (three entries):
SMILES,VEEV TC-83 Vero,Salmonella PhoP GFP,M. tuberculosis,influenza NS1A,M. tuberculosis HTS,others
C=CCC1(O)C(=O)N2C(=C1C(=O)N1CCOCC1)c1ccccc1CC2(C)C (stereo not drawn),1.6%,-8%,-7%,-2%,1%,
Cc1ccc(SC2=C(C(=O)O)CCCC2)cc1,i,-12%,17%,3%,7%,
CCOc1ccc2[nH]c(=O)c(CN(Cc3ccccc3)C(=O)N3CCCC3)cc2c1,9.3%,-7%&2%,-7%,-7%,3%,

# (cont.)
SMILES,VEEV TC-83 Vero,Salmonella PhoP GFP,M. tuberculosis,influenza NS1A,M. tuberculosis HTS,others
CC(C)=CCN1CCN(Cc2c(C)nn(C)c2Cl)CC1CCO (stereo not drawn),0.4%,-2%,3%,-1%,0%,VEEV TC-83 Vero 10K pilot screen=0.4
Cc1nc(C)c(C(=O)NN=Cc2ccc(N(CCCl)CCCl)cc2)s1,3.0%,nt,nt,-30%,nt,
Cc1ccccc1CNC(=O)CN1C(=O)c2ccccc2S1(=O)=O,1.8%,8%,-2%,9%,-8%,
Cc1ccc(S(=O)(=O)Nc2cc(NC(=O)CN3CCOCC3)ccc2Cl)cc1,1.4%,3%,-1%,0%,8%,
Cn1cnc(S(=O)(=O)Nc2ccccc2C(=O)NCC2CC2)c1,2.8%,0%,-15%,-18%,-12%,
CCC(=O)Nc1nnc(/C=C/c2ccccc2)s1,1.9%,7%,2%,0%,9%,
COc1ccc([N+](=O)[O-])cc1N(CC(O)CN(C)C)S(=O)(=O)c1ccccc1 (stereo not drawn),0.5%,9%,14%,-8%,-7%,
CCOC(=O)c1cccc(NC(=O)CN2C(=O)C3CC=CCC3C2=O)c1 (stereo not drawn),2.4%,-5%,8%,-4%,-10%,
Cc1ccc(-c2n[nH]c(S(C)(=O)=O)c2C#N)cc1,0.9%,-1%,6%,3%,7%,
COc1cccc(-n2c(CN3CCN(c4ccccn4)CC3)nc3ccc([N+](=O)[O-])cc3c2=O)c1,11%,-2%,23%,-3%,0%,
O=C(Nc1cccc2c1CCCC2)c1ccncc1,i,1%,31%,-19%,3%,
O=C(NC(CCl)c1ccccc1)c1ccc(Cl)cc1 (stereo not drawn),0.9%,0%,1%,-4%,-10%,

# Structural class: the compounds so far with an aryl thioether with sulfur outside any ring.
SMILES,VEEV TC-83 Vero,Salmonella PhoP GFP,M. tuberculosis,influenza NS1A,M. tuberculosis HTS,others
C=CCn1c(CCNC(=O)c2ccccc2F)nnc1SCC(=O)Nc1nc2ccccc2s1,0.5%,-14%,20%,6%,2%,
Cc1ccc(SC2=C(C(=O)O)CCCC2)cc1,i,-12%,17%,3%,7%,

# The list goes on:
SMILES,VEEV TC-83 Vero,Salmonella PhoP GFP,M. tuberculosis,influenza NS1A,M. tuberculosis HTS,others
O=C(CSc1nc(-c2ccccc2)cs1)NCc1ccco1,5.5%,0%,?,-4%,8%,
C=CCN1C(=O)C2(c3ccccc31)C1CCCC=C1C(C#N)=C(N)C2(C#N)C#N (stereo not drawn),3.0%,-11%,14%,4%,-1%,
CC(C)(C)NC(=O)NC(=O)COC(=O)Cc1ccc(Cl)cc1Cl,i,6%,55%,3%,-5%,
C[C@H]1NC(=O)[C@]2(C)[C@@H](c3ccccc3)[C@H]3COc4ccccc4[C@H]3N2C1=O,0.5%,nt,nt,3%,nt,
Nc1ccc(Cc2ccc(N)c(Cl)c2)cc1Cl,1.8%,nt,nt,-12%,nt,
CC(=O)Nc1ccc(S(=O)(=O)N(C)c2ccc(OCC(=O)OCC(=O)Nc3ccc(OC(F)F)cc3)cc2)cc1,0.5%,7%,-7%,15%,-7%,
Cn1nnnc1SCc1nc2ccccc2[nH]1,1.8%,6%,3%,-5%,1%,
COc1ccccc1N1CCN(C(=O)COc2ccc(C)cc2Br)CC1,i,-5%,12%,8%,2%,
Cc1cc(C)cc(Oc2ccccc2/C=N\O)c1,1.9%,-3%,-15%,-39%,-11%,
Cc1onc(-c2c(F)cccc2Cl)c1C(=O)NCc1ccc2c(c1)OCO2,3.6%,-6%,4%,-10%,-4%,
O=C1c2ccc3c4c(ccc(c24)C(=O)N1c1ccc(O)cc1)C(=O)N(c1ccc(O)cc1)C3=O,i,5%,-11%,2%,11%,
CCn1cc(C(=O)NCCCOC(C)C)c(=O)c2cc(S(=O)(=O)N3CCCC3)ccc21,0.2%,-13%,4%,-9%,7%,
CC(=O)c1c(C)oc2ccc(N(C(=O)c3ccncc3)S(=O)(=O)c3ccccc3)cc12,i,2%,15%,0%,-9%,
C=CCNC(=O)C(=O)N/N=C/c1ccco1,1.0%,-7%,-2%,-3%,10%,
CN(C)c1nc2c(N)ncnc2n1[C@H]1O[C@@H](CO)[C@H](O)[C@@H]1O,1.2%,13%,-4%,-5%,7%,
CCS(=O)(=O)N1CCC(C(=O)NCc2ccc(OC)cc2)CC1,0.4%,2%,-1%,-6%,-6%,
CC1CCc2ccccc2N1C(N)=Nc1ccccc1 (stereo not drawn),i,-6%,-8%,-8%,5%,
COc1ccc(-c2cn3nc4c(nc3n2)CCCC4)cc1,0.7%,nt,nt,-1%,nt,
O=C(COC(=O)CCCOc1ccccc1)NC1CCS(=O)(=O)C1 (stereo not drawn),i,-7%,20%,6%,14%,
CCOC(=O)C1CCN(C(=O)CCc2nnc3ccc(N4CCN(C)CC4)nn23)CC1,i,-8%,4%,9%,38%,
CCOc1ccc(S(=O)(=O)N2CN(c3cccc(C(C)=O)c3)c3nc4ccccc4nc32)cc1,1.1%,nt,-8%,2%,1%,
CCc1ccc(NC(=O)NCC2CCN(Cc3cccc(Cl)c3)CC2)cc1,0.2%,-16%,48%,-21%,62%,
COc1ccccc1Oc1ccc2c(c1)C(=O)N(c1cccc3ncccc13)C2=O,0.3%,-4%,nt,12%,nt,
COCCCNc1nc2c(c(=O)[nH]c(=O)n2C)n1CC(O)COc1cccc(C)c1 (stereo not drawn),i,4%,-5%,-19%,-1%,

# The closing 5 records of the part above come first, to join the parts:
SMILES,VEEV TC-83 Vero,Salmonella PhoP GFP,M. tuberculosis,influenza NS1A,M. tuberculosis HTS,others
CCOC(=O)C1CCN(C(=O)CCc2nnc3ccc(N4CCN(C)CC4)nn23)CC1,i,-8%,4%,9%,38%,
CCOc1ccc(S(=O)(=O)N2CN(c3cccc(C(C)=O)c3)c3nc4ccccc4nc32)cc1,1.1%,nt,-8%,2%,1%,
CCc1ccc(NC(=O)NCC2CCN(Cc3cccc(Cl)c3)CC2)cc1,0.2%,-16%,48%,-21%,62%,
COc1ccccc1Oc1ccc2c(c1)C(=O)N(c1cccc3ncccc13)C2=O,0.3%,-4%,nt,12%,nt,
COCCCNc1nc2c(c(=O)[nH]c(=O)n2C)n1CC(O)COc1cccc(C)c1 (stereo not drawn),i,4%,-5%,-19%,-1%,
COc1ccc(N2CCN(C(=O)Cn3cncn3)CC2)cc1,0.7%,-19%,-5%,1%,5%,
N/C(=N/OCC(=O)Nc1cccc2ccccc12)c1nonc1N,i,1%,3%,-1%,1%,
COc1ccc(Oc2ccccc2C=O)cc1,2.6%,-1%,28%,2%,1%,
O=C(COc1ccc(S(=O)(=O)N2CCOCC2)cc1)NCC1CCCO1 (stereo not drawn),1.1%,-10%,-12%,1%,-15%,
Cc1c(C(=O)N/N=C/c2ccc(Cl)cc2)[nH]c2ccc(Cl)cc12,?,-1%,21%,3%,7%,
O=C1C=C(c2cc(C(F)(F)F)cc(C(F)(F)F)c2)C[C@@H](c2ccc3c(c2)OCO3)C1,0.5%,nt,1%,-1%,15%,
O=C(NC1CCS(=O)(=O)C1)/C(=C\c1ccc(F)cc1)NC(=O)c1ccccc1 (stereo not drawn),1.9%,3%,-4%,-5%,-2%,
CCN(CC)C(=O)CSC1=N/C(=C/c2ccco2)C(=O)N1c1ccc(OC)c(Cl)c1,4.8%,0%,12%,-1%,4%,
CC(=O)O[C@H]1CC[C@@]2(C)[C@@H](CC[C@@H]3[C@@H]2CC[C@]2(C)[C@@H](C(C)(C)O)C[C@@H]32)C1,0.7%,-7%,7%,-4%,-3%,
O=C(CCn1cnc2ccccc2c1=O)Nc1ccc2c(c1)OCCO2,2.3%,0%,-12%,-1%,-3%,
COc1ccc(N2CCOCC2)c(NC(=O)c2cccs2)c1,4.3%,-3%,nt,-2%,5%,

# Screens deposited in PubChem by Southern Research Specialized Biocontainment Screening Center.
